Screening results: PubChem, National Center for Advancing Translational Sciences (NCATS)
aSyn tox rescue: inhibitors of alpha-synuclein toxicity in yeast; S. cerevisiae alpha-synuclein toxicity rescue, BacTiter-Glo growth, 24 h; Potency, µM (top dose mostly 46.1 µM), for the others: at the highest dose growth rescue (activation), usual class: activators; 0.02% of 94,000 active; active means well fitted activation curve with a large enough effect; inconclusive means small, poorly fitted or top-dose-only effect; further: 0% is about no effect
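Growth restoration measured by BacTiter-Glo luminescence after 24 hr at 30 deg C; alpha-synuclein yeast, raffinose-pregrown to mid-log, were added at OD600=0.02 in galactose medium onto pinned compounds.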
The depositor's hits bear a star; ? = inconclusive; [ ] = another dose, or the depositor's remark. Potency means the concentration at half of the fitted maximal effect. Not all compounds are listed; count on the stated rates, not on these rows.

Compound | aSyn tox rescue
Cc1nc2sc(C(c3ccccc3)N3CCN(C)CC3)c(O)n2n1 (stereo not given) | -1.0%
COc1cccc(NC(=O)COC(=O)c2ccccc2SCC(=O)N2CCCC2)c1 | -1.5%
CCCNC(=O)c1ccc2c(c1)CCN2S(C)(=O)=O | -6.3%
CC1Cc2ccccc2N1C(=O)C1CC(=O)N(c2ccccc2)C1 (stereo not given) | 11.5%
COC(=O)Cn1c(SCCOc2ccccc2Cl)nc2ccccc21 | -2.9%
COc1ccc(Cl)cc1NC(=O)Cc1ccc(NC(=O)N2CCCCc3ccccc32)cc1 | -0.3%
COc1ccc(NC(=O)Cn2c(=O)n(CCCC(=O)NCc3ccccc3Cl)c(=O)c3ccccc32)c(OC)c1 | -7.8%
COc1cc(OC)c(NC(=O)c2nn(-c3ccc(C)cc3)c(=O)c3c2c2ccccc2n3C)cc1Cl | -8.7%
CCN(Cc1ccccc1)C(=O)c1c(C)oc2ncn(C)c(=O)c12 | -3.7%
CN(C)S(=O)(=O)c1cccc(COc2ncnc3c(Cl)cc(Cl)cc23)c1 | 14.9%

(further entries)
Compound | aSyn tox rescue
CCC/C(O)=C1\C(=O)CC(C)(C)CC1=NCc1ccccc1 | 16.0%
CCn1c(SCC(=O)Nc2ccc(C(C)=O)cc2)nnc1C1CC1 | -6.2%
COc1ccc(Cl)cc1NC(=O)NCCn1c(=O)oc2ccc(C)cc21 | -3.2%
CCOC(=O)/C(C#N)=C/N1CCOCC1 | -6.7%
Cn1c(=O)c2c(nc(CN3CCN(CCO)CC3)n2Cc2ccccc2Cl)n(C)c1=O | -2.9%
O=C(O)c1ccc(-c2ccc(O)c(F)c2)cc1 | -7.7%
CC1=C(C(=O)OC2CCCCCC2)C(c2c(F)cccc2Cl)CC(=O)N1 (stereo not given) | 5.3%
O=C(NCc1ccccc1)c1nc(-c2ccc(Cl)cc2)n2c1CCCCC2 | 24.9%
Cc1ccc(O)c(NC(=O)c2noc3c2CCCC3)c1 | -28.7%
CC(C)(C)OC(=O)N1CCC(c2c(C(=O)N3CCOCC3)cnn2-c2cccc(F)c2)CC1 | -5.2%

Additional structures.
Compound | aSyn tox rescue
CCN(CC(=O)Nc1ccc(OC)cc1)C(=O)c1ccc2c(c1)NC(=O)CS2 | -42.7%[inhibitor]
Cc1ccccc1NC(=O)c1nc(S(C)(=O)=O)ncc1N(Cc1ccco1)Cc1sccc1C | -4.1%
O=[N+]([O-])c1ccc(COc2cccc(CNc3ccc(Br)cc3)c2)cc1 | 8.0%
CCOc1ccc(NC(=O)CN(C)C(=O)C2CC2C)cc1OCC (stereo not given) | -2.5%
COc1ccc2nc(C)cc(Nc3ccccc3OC)c2c1 | -6.1%
CCCCSc1nnc2c(n1)OC(c1ccc(Br)s1)Nc1ccccc1-2 (stereo not given) | -12.7%
COC(=O)C1(C)NCCc2c1[nH]c1ccccc21 (stereo not given) | -6.7%
C[C@@H]1CN([C@@H](C)CO)C(=O)c2cc(Br)cnc2O[C@H]1CN(C)C(=O)CCN1CCCCC1 | 4.7%
COc1ccccc1-n1c(SCC(=O)N2CCCC2)nnc1-c1ccccc1 | 0.7%
CCCCn1c(N)c(N(Cc2ccccc2OC)C(=O)COc2ccccc2C#N)c(=O)[nH]c1=O | 3.8%

The list goes on, starting with the last 4 of the part before.
Compound | aSyn tox rescue
COC(=O)C1(C)NCCc2c1[nH]c1ccccc21 (stereo not given) | -6.7%
C[C@@H]1CN([C@@H](C)CO)C(=O)c2cc(Br)cnc2O[C@H]1CN(C)C(=O)CCN1CCCCC1 | 4.7%
COc1ccccc1-n1c(SCC(=O)N2CCCC2)nnc1-c1ccccc1 | 0.7%
CCCCn1c(N)c(N(Cc2ccccc2OC)C(=O)COc2ccccc2C#N)c(=O)[nH]c1=O | 3.8%
COCCCNC(=O)CSc1nc2cc3c(cc2c(=O)n1CCCC(=O)NCc1ccc2c(c1)OCO2)OCO3 | 0.4%
COc1ccc(Nc2ncc(C(=O)Nc3cc(C)ccc3OC)c3ccccc23)cc1 | 1.6%
COc1ccc(-n2ncc(C(=O)Nc3cccc(C(F)(F)F)c3)c2C2CCN(C(=O)OC(C)(C)C)CC2)cc1 | 2.9%
CCOc1ccc(N/C(=N/c2nc(C)cc(C)n2)NC(C)=O)cc1 | -6.0%
O=C(NCc1ccc(Cl)cc1)c1cc2c(s1)-c1ccccc1SC2 | ?
CCN(CC)S(=O)(=O)c1cc(NC(=O)CN2C(=O)NC(C)(c3ccccc3)C2=O)ccc1C (stereo not given) | 4.2%
CCN(CCCNC(=O)c1nn(-c2ccc(OC)cc2)c(=O)c2c1c1ccccc1n2C)c1ccccc1 | 5.9%
O=C(Cn1ncn2nc(-c3cccs3)cc2c1=O)NCc1ccccc1Cl | 2.2%
COc1cccc(-c2nn(-c3ccccc3)cc2CN2CCCO2)c1 | 4.5%
COc1ccc(CC(=O)Nc2ccc(C)cc2O)cc1S(=O)(=O)N1CCOCC1 | 9.8%

(further entries)
Compound | aSyn tox rescue
COc1cc2c(cc1OC)C(COc1ccccc1OC)N(C(=O)CC(C)C)CC2 (stereo not given) | 12.2%
Cc1ccc(-c2noc(-c3ccc(N4CCCC4)c([N+](=O)[O-])c3)n2)cc1 | 0.4%
CC(=O)N1CCc2cc(Br)cc(S(=O)(=O)NCCCN(C)Cc3ccccc3)c21 | -7.8%
CC(=O)Nc1cccc(C(=O)NCCc2ccco2)c1 | 3.9%
CCC1(c2ccccc2)NC(=O)N(CC(=O)N(CC(=O)Nc2ccccc2C(F)(F)F)Cc2ccco2)C1=O (stereo not given) | -1.3%
CCOc1ccc(NC(=O)c2ccc3nc(Cc4ccccc4)oc3c2)cc1 | -4.5%
Cc1cc(O)c2/c(=N\N)c(-c3csc(C)n3)coc2c1 | 1.2%
CCOC(=O)c1ccc2c(c1)N(Cc1ccccc1)C(=O)c1ccccc1S2 | 4.6%
COc1ccc(N2CCN(C(=O)c3ccccc3Br)CC2)c([N+](=O)[O-])c1 | 17.0%
CCOc1ccccc1/C=C(\C#N)C(=O)Nc1cccc(C(=O)O)c1 | 0.5%

The results go on:
Compound | aSyn tox rescue
Cc1ccc(C)c(S(=O)(=O)N2CCN(c3ncccn3)CC2)c1 | 8.8%
COc1cccc(Nc2cc(-c3ccccc3)nc(C)n2)c1 | -2.6%
CCCc1nnc(NC(=O)COc2ccc3c(c2)OCO3)s1 | 0.7%
CCCCCCC(=O)N/N=C1\CCCc2ccccc21 | -2.0%
CC(=O)c1cccc(NC(=O)Nc2nnc(N3CCCC3)s2)c1 | -7.1%
C/C(=N\Nc1nncc2ccccc12)c1ccc(Cl)c([N+](=O)[O-])c1 | -9.3%
Cc1ccc(-n2sc3cc(F)ccc3c2=O)c(C)c1 | -78.1%[inhibitor]
CCc1ccc(/C=N/NC(=O)c2nnn(-c3nonc3N)c2CN2CCc3ccccc32)cc1 | 6.5%
CCOc1ccccc1N(C)C(=O)C1CCCN(c2ncnc3c2nc2n3CCCCC2)C1 (stereo not given) | -1.6%
COc1ccc(-c2noc(CN(C(=O)c3ccc4c(c3)OCO4)C(C)C)n2)cc1 | 3.8%

(continued)
Compound | aSyn tox rescue
O=C(Nc1ccc(C(F)(F)F)cc1)c1csc(-c2ccncc2)n1 | -2.2%
CCN1CCN(c2cc(C)c3cc(NC(=O)c4ccccc4F)ccc3n2)CC1 | 6.6%
O=C1OCC/C1=C\NCCCN/C=C1\CCOC1=O | -6.9%
CCC(=O)N1CCc2cc(S(=O)(=O)NCCC(=O)Nc3ccc(N(CC)CC)cc3C)ccc21 | 1.1%
NC(=O)c1[nH]cnc1N=NN(CCO)Cc1ccccc1 | 1.3%
Cn1c(NCc2cccc(Cl)c2)nc2ccccc21 | -4.8%
COc1ccc(C(C)=O)cc1COC(=O)CSC(C)C(=O)Nc1cc(C)on1 (stereo not given) | 3.7%
O=C(CN1CCN(c2ccc(F)cc2)CC1)Nc1ccc2c(c1)OCCO2 | 5.5%
Cc1ccc(C)c(CN2C(=O)c3ccccc3S(=O)c3ccc(C(=O)N4CCCCC4)cc32)c1 (stereo not given) | 2.4%
CCOc1ccc(C(=O)Nc2nnc(SCc3cc(=O)c4cc(C)ccc4[nH]3)s2)cc1 | 4.6%

Ordered by molar mass (smallest number first): some entries from above.
Compound | aSyn tox rescue
NC(=O)c1[nH]cnc1N=NN(CCO)Cc1ccccc1 | 1.3%
O=C(CN1CCN(c2ccc(F)cc2)CC1)Nc1ccc2c(c1)OCCO2 | 5.5%
Cc1ccc(C)c(CN2C(=O)c3ccccc3S(=O)c3ccc(C(=O)N4CCCCC4)cc32)c1 (stereo not given) | 2.4%

(further entries)
Compound | aSyn tox rescue
COc1ccc(C2CC(c3ccccc3)=NN2c2ccc(S(N)(=O)=O)cc2)cc1 (stereo not given) | 17.5%
O=C(Nc1ccc(NC(=O)c2ccc3c(c2)OCCO3)cc1)c1ccccc1 | -2.9%
Cn1nnnc1SCCCNCc1ccc(-c2cccc(Cl)c2)o1 | 6.8%
CC(=O)/C(=N\Nc1ccccc1Cl)Sc1cccc2cccnc12 | -2.1%
CCOC(=O)N1CCN(C(=O)c2cc3c(=O)n(C)c4ccccc4c3n2C)CC1 | -10.9%
CN(C)S(=O)(=O)c1ccc(Cl)c(NC(=O)CN2CCCC2)c1 | 1.2%
COc1cccc(NC(=O)CN2C(=O)NC3(CCCC3)C2=O)c1 | 2.9%
CC(=O)c1cccc(NC(=O)c2noc3c2CCCC3)c1 | -10.1%
O=C(Cn1cc(C(=O)c2cccs2)c2ccccc21)NCc1ccc2c(c1)OCO2 | -1.2%
COc1cc(C(=O)NCC2CCCCC2)cc(OC)c1OC | 2.4%

New compounds follow.
Compound | aSyn tox rescue
CCCc1cc(C(=O)Nc2cc(OC)c(Cl)cc2OC)no1 | 6.1%
CCOC(=O)N1CCC(NC(=O)c2ccc3c(c2)N(Cc2ccc(Cl)cc2)C(=O)c2ccccc2S3=O)CC1 (stereo not given) | 4.9%
Cc1nc2oc3ccc(F)cc3c(=O)c2cc1C(=O)NC(C)(C)C | 6.2%
Cc1ccc(-c2csc3ncnc(Cl)c23)cc1 | 1.6%
COC(=O)c1ccccc1NC(=O)CSc1ncn[nH]1 | -2.7%
Cc1cc(Cl)ccc1OCc1cc(=O)n2c3c(sc2n1)CCCC3 | 6.7%
O=c1oc2c(CN3CCN(CCO)CC3)c(O)ccc2cc1-c1ccccn1 | 8.0%
Cc1cc(-c2n[nH]c(=S)n2/N=C/c2cccc(O)c2)n[nH]1 | 1.1%
Cc1ccccc1NS(=O)(=O)c1ccc(S(=O)(=O)N2CCCC2)cc1 | 1.2%
COc1cc2nc(NCC(C)c3ccccc3)n3nc(-c4ccccc4)nc3c2cc1OC (stereo not given) | -6.9%

New compounds follow
Compound | aSyn tox rescue
Cc1ccc(CN2C(=O)C3(c4ccccc42)N(c2cccc(C(F)(F)F)c2)C(=O)CS3(=O)=O)cc1 (stereo not given) | 1.1%
CCc1ccc(OCCCn2c(-c3ccc(Cl)cc3)nc3ccccc3c2=O)cc1 | 1.6%
CCOC(=O)c1sc2cccc(F)c2c1S(=O)(=O)N1CCN(c2cccc(Cl)c2)CC1 | 8.3%
COc1ccc(NC(=O)CC2Nc3ccccc3NC2=O)cc1 (stereo not given) | -0.9%
CCOc1ccc(C(=O)Nc2ccc3oc(-c4ccc(C)cc4C)nc3c2)cc1Br | -5.5%
O=C(OCc1ccc([N+](=O)[O-])cc1)c1cc(=O)c2ccccc2o1 | -7.7%
Cc1c(C)n(C)c2ccc(C(=O)NCc3cccc(F)c3)cc12 | 22.1%
O=C(c1ccc(CSc2nc3ccncc3n2Cc2cccc(F)c2)cc1)N1CCCCCC1 | -4.4%
COc1cc(OC)c(NC(=O)Cn2c(=O)c(C(F)(F)F)nc3ccccc32)cc1Cl | 8.3%
COc1ccccc1NC(=O)Cn1c(SCC(=O)N(C)c2ccccc2)nc2ccccc21 | -3.1%

Later entries:
Compound | aSyn tox rescue
Cc1cc2c(SCC(=O)NC3CCCC3)ncnc2s1 | 1.0%
COc1ccc(NC(=O)CCCN2C(=O)CCn3nc(-c4cn(C)c5ccccc45)cc32)cc1 | -6.3%
Cc1nc2c(c(C)c1CCC(=O)NCc1ccccc1)c(=O)n(C)c(=O)n2C | 5.8%
Cc1ccc(C(=O)Nc2cccc(-c3ccc(N4CCOCC4)nn3)c2)cc1[N+](=O)[O-] | -2.3%
COc1ccc(CCN2C(=O)CN(C3CCCCCC3)C(=O)C2c2ccc(OC(C)C)c(OC)c2)cc1OC (stereo not given) | 7.8%
CCCC(=O)N1CCN(c2nc3ccc(F)cc3s2)CC1 | 3.6%
Cc1ccc2oc(=O)c(-c3nc(-c4cccs4)no3)cc2c1 | -11.3%
CCc1ccc(Nc2nc3ccccc3nc2NS(=O)(=O)c2ccccc2)cc1 | 1.9%
CCOc1ccc(CCNC(=O)c2ccc3c(Cl)c4c(nc3c2)CCCC4)cc1 | -12.2%
CCc1cc(-c2nnn(CCC3COCCO3)c2CC)cc(CC)c1-c1cn(Cc2ccccc2)nn1 (stereo not given) | -19.1%

Following part.
Compound | aSyn tox rescue
Cc1cnc(C(=O)OCC(=O)c2ccc(F)c(F)c2)cn1 | -2.8%
C[C@@H]1CN([C@@H](C)CO)S(=O)(=O)c2ccc(Br)cc2O[C@H]1CN(C)C(=O)Cc1cccnc1 | -3.4%
Cc1ccc2oc(=O)c(S(=O)(=O)c3ccc(F)cc3)cc2c1 | -5.0%
CC(NC(=O)c1ccc(F)cc1)c1nc2ccccc2[nH]1 (stereo not given) | -0.9%
COc1ccc(NC(=O)CN(C)C(=O)c2cn(-c3ccccc3)nc2-c2cccs2)cc1 | -12.6%
OC(c1ccccc1)c1nc2ccccc2n1Cc1c(F)cccc1Cl (stereo not given) | 2.7%
O=C(OCC(=O)N1CCN(S(=O)(=O)c2ccc(Cl)cc2)CC1)c1cc(Br)ccc1O | -9.8%

2 entries from above, as labelled records:
CCOC(=O)N1CCC(NC(=O)c2ccc3c(c2)N(Cc2ccc(Cl)cc2)C(=O)c2ccccc2S3=O)CC1 (stereo not given)
  aSyn tox rescue: 4.9%
Cc1nc2oc3ccc(F)cc3c(=O)c2cc1C(=O)NC(C)(C)C
  aSyn tox rescue: 6.2%
